High-throughput results as filed in PubChem.
Rab2A wt mod – modulators of GTP binding to Rab2A wildtype, primary screen, biochemical, dog, bead-based flow cytometry, multiplex; 0.19% of 190,000 active; GST-Rab2 wt beads, Bodipy-GTP binding; GTP binding activity, % at 10 µM; Ras-related protein Rab-2A (Canis lupus familiaris), P61105;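 active = GTP binding activity at least 20 points away from 100%, either lowered or raised; inconclusive = signal likely due to the compound's own green fluorescence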;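 note: 0% = beads with excess unlabeled GTP and 100% = no-compound control corrected for plate trend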
Rab7 wt GTP bind – modulators of GTP binding to Rab7, primary screen, biochemical, wildtype, multiplex bead flow cytometry | 0.055% of 190,000 active | AID 758, 2007 | GST-Rab7 beads, fluorescent GTP binding; actives lie on both sides; untreated = 100%, excess cold GTP = 0% | GTP binding activity (percent of control), % at 10 µM;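 active = fluorescent GTP binding to Rab7 beads changed by at least 20 points from the 100% baseline, either direction, mostly lower; inconclusive = compound itself probably fluorescent, or too few beads counted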;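 note: median green fluorescence of bound Bodipy-FL-GTP per Rab7 bead population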
Cdc42 wt GTP – modulators of GTP binding to wildtype Cdc42, primary screen, biochemical, multiplex bead flow cytometry, Bodipy-GTP; Cell division control protein 42 homolog (Homo sapiens), P60953; GST-Cdc42 beads; actives lie on both sides; percent activity (GTP binding), % at 10 µM; 0.2% of 190,000 active;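 active = percent activity GTP binding at least 20 points away from the 100% baseline, either down as inhibitor or up as activator; inconclusive = compound flagged as likely green fluorescent from well-wide comparison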;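 note: median bead fluorescence of bound Bodipy-FL-GTP at 100 nM; 0% = excess unlabeled GTP control and 100% = no compound control; below 100% means less GTP binding so inhibitor and above means activator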
Target sequence (P60953 whole entry, looked up): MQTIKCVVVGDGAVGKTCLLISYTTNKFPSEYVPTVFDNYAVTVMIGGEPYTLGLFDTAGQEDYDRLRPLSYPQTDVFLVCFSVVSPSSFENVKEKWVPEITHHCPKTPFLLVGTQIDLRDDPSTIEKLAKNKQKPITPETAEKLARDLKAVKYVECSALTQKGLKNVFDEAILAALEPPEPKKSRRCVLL
Pf gamet viab – late stage P. falciparum gametocyte viability inhibitors, primary screen, ATP luminescence, HTS. P. falciparum stage V gametocytes, 24 h. inhibition, % at 10.9 µM. 0.065% of 150,000 active. AID 743093, 2013;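 active = inhibition above the mean plus 3 SD of compounds within the control limits, set per campaign, cut at about 38% in these data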;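 note: 0% = DMSO wells and 100% = medium only without gametocytes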
ABCB1 block – ABCB1 efflux pump inhibitors, primary screen, cell-based, multiplex, flow cytometry, ABCG2 counter-screen; CCRF-Adr cells, JC-1 efflux; inhibition, % at 6.6 µM; 0.067% of 190,000 active; AID 1326, 2008; in the data active = inhibition above about 40%;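 note: 0% = vehicle and 100% = reference inhibitor; higher value means more JC-1 retained so stronger ABCB1 efflux block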
ABCG2 inh – ABCG2 efflux pump inhibitors, primary screen, multiplex with ABCB1, IgMXP3 cells, flow cytometry; AID 1325, 2008; inhibition, % at 6.6 µM; JC-1 efflux; 0.1% of 190,000 active;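 active = inhibition above 80%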;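 note: 0% = DMSO and 100% = nicardipine control wells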
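Assay system – ABCG2 IgMXP3 and barcoded ABCB1 CCRF-Adr cell mix · Input – 3 million cells/mL in well · Reagent – JC-1 fluorescent substrate · Compound – single test compound dose, 6.6 µM final · Timing – 10 min exposure at 25 °C with rotation, no wash · Detection – flow cytometry of retained JC-1 fluorescence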
GSH bead fluor – compound fluorescence on glutathione beads, profiling panel, artefact control, biophysical, 488/530 nm, flow cytometry; GSH beads flow cytometry, compound fluorescence 488/530 nm; stronger effect = higher value; fluorescence (KMESF) at 10 µM; 0.25% of 190,000 active; AID 1776, 2009; in the data active = fluorescence above about 89;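 note: glutathione beads carrying GST-tagged Bcl family fusion proteins plus one bare bead set; values are compound well signal with DMSO vehicle wells as background; inactives centre near 16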
Avidin bead fluor – green autofluorescence of compounds with avidin beads – biophysical, 488/530 nm, flow cytometry, artefact control, profiling panel. fluorescence (KMESF) at 10 µM. compound fluorescence 488/530 nm; stronger effect = higher value. 0.38% of 220,000 active. AID 1775, 2009; in the data active = fluorescence above about 47; note: inactives centre near 10
HRas wt GTP bind – modulators of GTP binding to HRas wildtype, primary screen, biochemical, bead-based flow cytometry, multiplex; GST-Ras wt beads, Bodipy-FL-GTP binding; actives lie on both sides; GTP binding activity, % at 10 µM; 0.14% of 190,000 active;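 active = GTP binding activity at least 20% away from the 100% baseline, either lowered as inhibitor or raised as activator; inconclusive = flagged as likely green fluorescent, judged across all proteins in the well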;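 note: 0% = unlabeled GTP competition control and 100% = no-compound control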
Target sequence (P01112 whole entry, looked up): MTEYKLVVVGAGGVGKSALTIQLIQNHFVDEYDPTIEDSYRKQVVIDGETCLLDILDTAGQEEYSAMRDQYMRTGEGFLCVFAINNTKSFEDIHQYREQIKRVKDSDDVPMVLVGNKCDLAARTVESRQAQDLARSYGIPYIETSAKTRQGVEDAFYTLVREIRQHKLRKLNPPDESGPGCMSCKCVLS
Rac1 act GTP bind – GTP binding modulators of activated mutant Rac1, primary screen, biochemical, bead-based flow cytometry, multiplex, fluorescent GTP; GST-Rac1 activated beads; actives lie on both sides; 100% means binding = to untreated wells; percent activity (GTP binding), % at 10 µM; 0.11% of 190,000 active; AID 764, 2007;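 active = GTP binding at least 20 percentage points away from the 100% baseline, in either direction, so actives lie on both sides; inconclusive = Compound likely fluorescent itself, or too few beads counted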
Rac1 wt modul – wildtype Rac1 GTP binding modulators, primary screen, biochemical, GST-Rac1 beads, flow cytometry, multiplex; Ras-related C3 botulinum toxin substrate 1 (Homo sapiens), P63000; 0.27% of 190,000 active; fluorescent GTP binding; actives lie on both sides; 0 = cold GTP competed, 100 = untreated; GTP binding activity (% of control), % at 10 µM; AID 757, 2007;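 active = GTP binding activity at least 20 points away from the 100% control level, either lower or higher; inconclusive = compound flagged as likely green fluorescent, judged across all proteins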
* marks the source's active call; other numbers are inactive results; ? = inconclusive; / = no result given.

Every second line gives: Cdc42 wt GTP, Rab7 wt GTP bind, Rac1 act GTP bind, GSH bead fluor, Pf gamet viab, ABCG2 inh, Rab2A wt mod, Avidin bead fluor, HRas wt GTP bind, Rac1 wt modul, ABCB1 block
> Cc1ccc(N/C=C/C(=O)c2ccc(C)cc2)cc1
    96, 99, 96, 50, -9, 4, 98, 8, 99, 104, 2.2
> COCC(C)n1c(SCC(=O)c2cc(C)n(C)c2C)nc2ccccc2c1=O (stereo not drawn)
    87, 94, 98, 14, /, 3, 95, 8, 96, 100, 1.8
> CS(=O)(=O)N(CC(=O)Nc1c(F)cccc1F)c1cccc([N+](=O)[O-])c1
    96, 93, 93, 24, /, 3, 91, 10, 95, 92, 0.3
> CCCSc1nnc2[nH]c(=O)cc(N)n12
    102, 101, 97, 25, -8, 1, 98, 6, 101, 104, 0.5
> CCOc1cc(/C=C2/NC(=O)N(Cc3ccccc3F)C2=O)ccc1O
    96, 101, 97, 20, -20, 1, 100, 6, 99, 113, 0.4
> COc1ccc(CCNc2oc(Cc3ccccc3)nc2C#N)cc1OC
    101, 95, 98, 11, /, 4, 100, 21, 101, 99, 0.9
> CCS(=O)(=O)c1ccc2oc(SCC(=O)NC(C)C3CC4CCC3C4)nc2c1 (stereo not drawn)
    101, 106, 100, 11, 8, 5, 103, 9, 103, 110, 0.8
> CCOC(=O)N1CCN(C(=O)c2cnn3c(C(F)(F)F)cc(-c4cccs4)nc23)CC1
    96, 94, 92, 16, /, 24, 91, 15, 94, 95, 6.1
> CN1CCN(C(=O)c2cnn(-c3ccccc3)c2NC(=O)c2cccs2)CC1
    101, 99, 100, 30, 4, 17, 100, 21, 101, 103, 0.5
> COc1c(F)c(F)c(C(=O)Nc2cccc(Cl)c2N2CCOCC2)c(F)c1F
    90, 96, 94, 17, -2, 1, 92, 26, 93, 95, 0.1
> CCN1CCN(C(=O)c2ccc(-c3nc4ccccc4s3)s2)CC1
    95, 110, 97, 16, 12, -1, 100, 13, 101, 103, -0.7
> Cc1ccc(S(=O)(=O)n2ccc(OC(=O)c3cccs3)n2)cc1
    95, 98, 92, 20, 7, 2, 95, 7, 96, 96, 0.7
> COc1ccc(-n2cc(CNCC3CCOCC3)c(-c3cccc(F)c3)n2)cc1
    101, 97, 97, 15, -11, 4, 96, 12, 98, 101, 1.3
> COCCNC(=S)N1CCC(c2nc(-c3ccc(N(C)C)cc3)no2)CC1
    95, 99, 97, 17, 14, 9, 96, 10, 99, 101, -0.4
> CC(C)(C)[C@@H]1C=C(C(=O)N2CCN(Cc3ccc4c(c3)OCO4)CC2)O[C@H](OCc2ccc(CO)cc2)C1
    91, 94, 94, 18, 23, 13, 94, 6, 94, 98, 2.8
> NS(=O)(=O)c1ccc(CNC(=O)CC23CC4CC(CC(C4)C2)C3)cc1
    105, 101, 100, 24, /, 6, 101, 13, 101, 107, 0.5
> Nc1ccc2nc(SCc3ccc([N+](=O)[O-])cc3)sc2c1
    100, 99, 97, 18, /, -1, 100, 10, 101, 101, -0.2
> Cc1cc(C)c(S(=O)(=O)ON2C(=O)c3ccccc3C2=O)cc1C
    99, 98, 95, 12, /, 1, 97, 5, 96, 102, -0.1
> CCSc1nnc(NC(=O)c2nc3nc(C)cc(C)n3n2)s1
    97, 94, 94, 10, 17, 13, 94, 11, 96, 99, 0.2
> C=CCSc1nc2sc(-c3ccccc3)cc2c(=O)n1N
    98, 104, 97, 22, /, 14, 98, 37, 99, 101, 0.8
> CS(=O)(=O)Nc1ccc(C(=O)NCc2ccco2)cc1
    98, 93, 98, 24, /, 2, 96, 7, 96, 97, 0.4
> O=C(Cc1cccs1)N1CCN=C1SCc1ccccc1Cl
    93, 103, 95, 21, 6, -1, 96, 11, 95, 94, -0.2
> O=C(CCSCCc1ccccn1)Nc1nccs1
    104, 102, 103, 25, /, 4, 105, 7, 101, 107, 0.6
> Fc1ccc(Cn2cnc3ccccc32)cc1
    99, 99, 97, 25, /, 14, 98, 7, 98, 104, -0.6
> CCCc1cc(=O)n2[nH]c(NCc3ccc(OC)c(OC)c3)nc2n1
    96, 109, 94, 13, 5, -1, 99, 8, 101, 99, 0.2
> Cc1nc(CC(=O)Nc2nc(-c3ccccc3)cs2)cs1
    103, 99, 102, 10, /, 2, 100, 15, 102, 103, 0.1
> O=C(CCCOc1ccccc1)N1CCN(c2ccccn2)CC1
    101, 101, 99, 18, /, 1, 100, 6, 101, 102, 0.3
> COc1ccc(CN2CCNC(=O)C2CC(=O)NCc2cnn(C)c2)cc1OC (stereo not drawn)
    101, 97, 99, 18, -14, -1, 97, 5, 98, 100, -0.3
> O=C(OCc1ccc([N+](=O)[O-])cc1)C1CC(=O)N(c2ccccc2)C1 (stereo not drawn)
    101, 99, 101, 27, /, 1, 99, 4, 102, 106, 0.1
> CC(C)Cc1nnc(NC(=O)CSc2nc(O)c(-c3ccccc3)c(=O)[nH]2)s1
    89, 95, 88, 70, 33, 5, 87, 13, 92, 96, 0.5
> CCOC(=O)CC(NC(=O)c1ccccc1F)c1ccc(C)cc1 (stereo not drawn)
    98, 106, 101, 22, -20, 1, 100, 25, 103, 104, 0.6
> O=C(NCc1ccco1)c1cc(S(=O)(=O)N2CCOCC2)ccc1Cl
    100, 102, 100, 37, /, 9, 98, 11, 102, 106, 0.5
> Cc1ccc(C2(c3noc(CN(C)CCCN4CCOCC4)n3)CCCC2)cc1
    98, 99, 98, 15, -15, -1, 97, 8, 97, 101, 0.0
> Cc1cc(N2CCCC2=O)cc(C)c1CN1C(=O)c2ccccc2C1=O
    104, 101, 99, 18, /, 0, 99, 7, 101, 103, 0.1
> CCN(CC)CCn1c(=N)n(CCO)c2ccccc21
    98, 100, 98, 36, -19, -2, 101, 6, 101, 101, 0.1
> Cc1ccc(-n2cc(-c3ccccc3)c3c(N4CCN(C)CC4)ncnc32)cc1
    98, 100, 98, 15, 8, 5, 97, 12, 100, 100, 8.9
> N#CCSc1nc2ccccc2c(=O)n1-c1ccccc1
    92, 95, 97, 40, /, 2, 98, 6, 96, 98, 1.8
> Cc1ccc(CC(=O)N2CCN(C(=O)c3ccco3)CC2)cc1
    92, 104, 92, 11, 3, -2, 97, 8, 93, 91, -0.9
> Cc1csc(NC(=O)c2cnccn2)n1
    97, 100, 97, 10, -24, 1, 99, 24, 98, 97, -0.4
> NC(=O)C1CCN(CCC(=O)Nc2ccc3c(c2)CCC3)CC1
    ?, ?, ?, 19, /, 1, ?, /, ?, ?, 0.6
> COc1ccc(CC(=O)NC(C)c2nnc(SCC(=O)c3ccc(Br)cc3)n2C)cc1 (stereo not drawn)
    103, 103, 101, 18, /, 2, 102, 6, 102, 105, 0.3
> Cc1ccc(NC(=S)N2CCN(C3CCCCC3)CC2)cc1
    104, 94, 100, 19, /, 2, 102, 8, 102, 100, 0.7
> O=C(O)c1ccc(COc2ccccc2/C=C2\NC(=O)N(Cc3ccccc3F)C2=O)cc1
    92, 94, 91, 11, /, -2, 91, 9, 93, 96, -0.8
> O=C(COC(=O)CNC(=O)C12CC3CC(CC(C3)C1)C2)NC1CCS(=O)(=O)C1 (stereo not drawn)
    103, 104, 101, 13, -9, 1, 101, 15, 103, 104, -0.1
> CCC(=O)CCC(=O)c1ccc2ccccc2c1
    97, 95, 99, 6, -21, 5, 96, 1, 98, 99, 1.0
> COc1cccc(C2/C(=C(/O)c3cnn(-c4ccccc4)c3C)C(=O)C(=O)N2CCN(C)C)c1OC (stereo not drawn)
    104, 99, 96, 16, 2, 1, 99, 20, 101, 103, 0.1
> Cc1ccccc1CN(CC(=O)Nc1cccc([N+](=O)[O-])c1)S(=O)(=O)c1ccc(Cl)cc1
    101, 101, 100, 8, -15, 61, 101, 14, 102, 102, 6.7
> CCN(CC)CCOC(=O)c1ccc(NC(=O)CNC(=O)C2CCCCC2)cc1
    103, 99, 99, 15, /, 2, 101, 14, 101, 103, 0.3
> CCCC(=O)NC(c1ccccc1Cl)c1c(O)ccc2ccccc12 (stereo not drawn)
    98, 104, 97, 6, -17, 5, 99, 5, 97, 98, 1.4
> N#Cc1c(SCC(=O)O)nc(-c2ccccc2)c2c1CCCC2
    98, 95, 95, 34, /, 32, 96, 17, 96, 96, -1.2
> CSc1ccccc1C(=O)NCCOc1ccccc1C
    95, 103, 93, 11, 24, 0, 96, 7, 94, 94, 0.1
> O=C(Nc1nnc(SCc2cccc3ccccc23)s1)C1COc2ccccc2O1 (stereo not drawn)
    99, 102, 100, 18, 18, 1, 101, 13, 101, 102, -0.1
> O=C(CSc1nnc(-c2cccnc2)o1)Nc1ccccn1
    102, 105, 99, 24, /, 6, 103, 27, 101, 109, 0.3
